Screens from PubChem BioAssay.
PolyA inhibitor – blocks polyadenylation in yeast reporter cells; S. cerevisiae SKY197-pL101 polyadenylation reporter, beta-gal luminescence; efflux-impaired pdr1/pdr3 knockout yeast; score 100 = 6 SD above DMSO; calls only at 12 µM; 300,000 tested, 0.02% active;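 active = lowest replicate activity score at least 50, where 100 means six control SD above control mean; inconclusive = lowest score under 50 but half or more replicates reach 50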;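 also: yeast exposed to compound for 9 h at 30 °C; higher score means more reporter readthrough which indicates perturbed polyadenylation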
HSP90 inh – HSP90 refolding inhibition in rabbit reticulocyte lysate; luciferase refolding luminescence, 3 h; inhibition, % at 5.6 µM; 290,000 tested, 0.91% active;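 active = inhibition above the screen-wide mean plus 3 SD, computed separately per campaign, cut at about 16% in these data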;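 also: 0% = DMSO wells and 100% = 60 µM geldanamycin wells; inhibitors lower the luminescence because luciferase stays unfolded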
IEC-6 cytotox – counter-screen for KLF5 inhibitors: cytotoxicity in IEC-6 cells; 290,000 tested, 0.78% active; inhibition, % at 5 µM; IEC-6 cytotoxicity, luminescence viability; in the data active = inhibition above about 22%;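 also: 0% = plate median of test compound wells and 100% = cytotoxic reference compound wells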
KLF5 inh – inhibitors of KLF5 expression; DLD-1 KLF5 promoter-luciferase reporter, luminescence; inhibition, % at 5 µM; 290,000 tested, 0.23% active;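 active = inhibition above a per-plate limit of that plate's mean compound inhibition plus 3 SD, cut at about 60% in these data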;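 also: 0% = DMSO wells and 100% = LY294002 at 200 µM; higher means less KLF5 promoter-driven luciferase light; inactives centre near -14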
HSF1 inhib – HSF1 inhibition; activity change, negative = inhibition, % at 7.5 µM (by protocol); AID 2098; 300,000 tested, 0.77% active; NIH3T3-HGL HSE-luciferase, MG132-induced, luminescence 8 h; hits give low values;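 active = more than half of replicate wells show activity change below -50%, luminescence cut by over half; inconclusive = some wells, but at most half, below -50%; inactive = no replicate well below -50%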;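 also: luciferase reports HSF-1 transcriptional activity via heat shock element; 0% = median of DMSO wells and -100% = zero luminescence signal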
AI-2 QS mod – modulates the Vibrio harveyi AI-2 quorum sensing system; 300,000 tested, 0.4% active; Vibrio harveyi JMH597 AI-2 luminescence/OD600 ratio, 9 h; hits give low values; strain lacks LuxN and CqsS sensors; 0 = neutral-control median; activity change, % at 7.5 µM; in the data active = activity change below about -75%, passing the limit was not always enough; inconclusive = no clear call, values can overlap the other calls;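 also: luminescence divided by OD600 gain over 9 h not by final OD600 alone; inactives centre near 13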
aSyn 5UTR inh – MLPCN primary screen, SNCA 5' untranslated region | 300,000 tested, 0.82% active | alpha-synuclein 5'UTR reporter, inhibitor activity | inhibition, % (tested at 7.5 µM); in the data active = inhibition above about 60%; inconclusive = no clear call, values can overlap the other calls;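 also: H4 neuroglioblastoma cells stably carrying SNCA 5'UTR luciferase fusion; 0% = DMSO wells and 100% = positive control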
HSF-1 act – increases HSF-1 driven luciferase reporter signal. 300,000 tested, 1.7% active. NIH3T3-HGL HSF-1 luciferase reporter, MG132, 8 h; 100% = twice DMSO control signal. activation, % at 9 µM;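 active = mean replicate activation of at least 50% with a set share of replicates each reaching 50%; inconclusive = only one of those two conditions met; inactive = mean below 50% and too few replicates reaching it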;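 also: 0% = median of the neutral control wells and 100% = twice that signal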
GSK3B inh – human GSK3beta kinase inhibition. P49841. GST-GSK3beta kinase, ADP-Glo luminescence, 60 min; hits give low values. activity score (negative = inhibition), % at 10 µM. 300,000 tested, 0.038% active;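 active = more than half of replicate wells score below -50%, meaning over 50% inhibition versus plate controls; inconclusive = some replicates but at most half score below -50%; inactive = no replicate scores below -50%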;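 also: 0% = median DMSO wells and -100% = median GW8510 positive control wells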
Target sequence (P49841 whole entry, looked up): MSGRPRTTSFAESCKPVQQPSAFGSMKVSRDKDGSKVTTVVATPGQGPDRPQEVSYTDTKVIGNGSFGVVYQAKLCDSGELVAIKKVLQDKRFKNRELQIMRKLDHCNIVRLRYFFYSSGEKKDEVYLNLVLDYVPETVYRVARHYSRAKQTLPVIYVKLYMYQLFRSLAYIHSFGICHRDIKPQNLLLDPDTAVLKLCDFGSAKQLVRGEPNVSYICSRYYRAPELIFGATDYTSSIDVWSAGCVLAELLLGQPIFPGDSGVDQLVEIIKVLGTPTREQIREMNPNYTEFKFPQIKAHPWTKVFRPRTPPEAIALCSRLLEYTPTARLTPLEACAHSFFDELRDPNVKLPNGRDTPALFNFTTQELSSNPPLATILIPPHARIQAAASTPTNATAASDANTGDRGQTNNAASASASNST
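Assay system: GST-fused GSK3beta enzyme, cell-free / Medium: Tris pH 7.5 buffer with MgCl2, DTT, BSA, heparin / Also added: peptide substrate plus 25 µM ATP (final) / Compound: 10 µM single point / Timing: kinase reaction with compound 60 min at room temperature / Detection: ADP-Glo luminescence / Benchmarks: DMSO neutral wells and GW8510 at 20 µM as positive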
GSK3A inh – inhibitors of human GSK-3 alpha kinase. P49840. 320,000 tested, 0.1% active. inhibition, % at 10 µM. ADP-Glo luminescence, 60 min;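 in the data active = inhibition above about 50%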;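 also: GST-tagged GSK-3 alpha with peptide substrate and 25 µM ATP; 0% = DMSO neutral wells and 100% = GW8510 positive control wells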
Target sequence (P49840 whole entry, looked up): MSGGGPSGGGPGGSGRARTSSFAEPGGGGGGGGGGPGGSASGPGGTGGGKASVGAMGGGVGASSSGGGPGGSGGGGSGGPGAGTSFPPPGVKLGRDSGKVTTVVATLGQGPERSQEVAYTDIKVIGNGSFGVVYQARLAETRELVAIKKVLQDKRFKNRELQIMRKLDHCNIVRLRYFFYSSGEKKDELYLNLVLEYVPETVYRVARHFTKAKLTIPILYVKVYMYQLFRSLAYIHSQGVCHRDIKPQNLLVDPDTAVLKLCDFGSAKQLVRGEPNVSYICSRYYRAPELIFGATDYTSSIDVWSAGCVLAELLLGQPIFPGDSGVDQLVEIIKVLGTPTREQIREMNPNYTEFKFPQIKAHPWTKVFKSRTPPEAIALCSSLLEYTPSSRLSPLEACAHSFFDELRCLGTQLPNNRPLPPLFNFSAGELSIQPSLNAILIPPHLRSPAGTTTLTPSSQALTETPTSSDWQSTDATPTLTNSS
Active calls of the source: *; i = inactive; ? = inconclusive; . = not tested or not shown.

SMILES	PolyA inhibitor	HSP90 inh	IEC-6 cytotox	KLF5 inh	HSF1 inhib	AI-2 QS mod	aSyn 5UTR inh	HSF-1 act	GSK3B inh	GSK3A inh
CC1CCN(S(=O)(=O)c2ccc(N/N=C(/C#N)C(N)=O)cc2)CC1	i	7	11	-22	-11	35	2	-10	-3	-3
COc1cc(/C=C2\C(=N)N3N=C(S(=O)(=O)CC(C)C)SC3=NC2=O)ccc1OC(=O)c1ccco1	i	-10	-10	-17	-1	4	3	5	1	-7
CCN1C(=NCCc2c[nH]c3ccccc23)N[C@@H](c2ccccc2)[C@H](C(=O)OC)[C@H]1C	i	1	4	-14	-4	6	-2	7	2	0
O=C(CSc1nc(O)cc(=O)n1-c1ccccc1)NCc1ccccc1	i	2	4	-20	0	0	11	42	-2	-2
COc1ccc(CN2CCCCCC2)cc1OC	i	.	.	.	-11	0	9	-22	-3	-1
CC(C)N1CCN(Cc2ccccc2-c2ccco2)CC1CCO (stereo unspecified)	i	-2	-5	-4	-24	17	0	-33	-1	-2
Cc1cccc(CNC(=O)C2CCC(=O)N(C3CCCC3)C2)c1 (stereo unspecified)	i	2	2	-15	-2	24	0	8	1	2
Cc1ccc(-c2ccc(C3C(C#N)=C(N)Oc4n[nH]c(C)c43)o2)cc1 (stereo unspecified)	i	3	-3	11	23	1	-107	47	-1	0
Cc1c(C(=O)C(=O)N2CCCc3ccccc32)c2ccccc2n1C	i	-1	3	-8	-12	15	4	0	1	5
Cc1c(Cl)cccc1NS(=O)(=O)c1cn(C)c(=O)n(C)c1=O	i	-2	-9	-9	4	21	10	16	0	-2
COc1cc(OC)c(NC(=O)c2ccccc2F)cc1Cl	i	-2	-4	7	4	24	-122	17	-2	-4
COc1ccc(C(=O)Nc2cc([N+](=O)[O-])ccc2N2CCN(C)CC2)cc1	i	-2	-4	8	-8	26	-2	-9	-3	-2

A draw from above in order of number of heavy atoms, smallest number first.
SMILES	PolyA inhibitor	HSP90 inh	IEC-6 cytotox	KLF5 inh	HSF1 inhib	AI-2 QS mod	aSyn 5UTR inh	HSF-1 act	GSK3B inh	GSK3A inh
CC1CCN(S(=O)(=O)c2ccc(N/N=C(/C#N)C(N)=O)cc2)CC1	i	7	11	-22	-11	35	2	-10	-3	-3
COc1ccc(C(=O)Nc2cc([N+](=O)[O-])ccc2N2CCN(C)CC2)cc1	i	-2	-4	8	-8	26	-2	-9	-3	-2
COc1cc(/C=C2\C(=N)N3N=C(S(=O)(=O)CC(C)C)SC3=NC2=O)ccc1OC(=O)c1ccco1	i	-10	-10	-17	-1	4	3	5	1	-7

Further entries follow.
SMILES	PolyA inhibitor	HSP90 inh	IEC-6 cytotox	KLF5 inh	HSF1 inhib	AI-2 QS mod	aSyn 5UTR inh	HSF-1 act	GSK3B inh	GSK3A inh
Cc1cc(C)n(CCNS(=O)(=O)c2ccc(C)c(C)c2)n1	i	1	0	-39	-3	10	15	-7	-3	1
CC(=O)NCCc1ccc(S(=O)(=O)N2CCOCC2)cc1	.	-1	-1	4	.	20	.	.	-1	-2
O=C(CCN1CCOCC1)c1ccc(Cl)cc1	i	-4	-7	-13	0	27	3	-2	-5	-1
Cc1ccc(-n2nc(C)c3c2NC2=C(C(=O)CC(C)(C)C2)C3c2ccccc2OCC(=O)O)cc1 (stereo unspecified)	i	-4	-3	-3	-11	27	8	-15	2	-2
COc1ccc(CCNC(=O)c2cc(=O)n(C)c(=O)n2C)cc1OC	i	2	-2	-12	-2	10	-20	-7	-2	4
COc1cc2c(cc1OC)CN(CC(=O)Nc1ccc3c(c1)OCO3)CC2	i	-1	8	-10	-4	9	10	-1	1	1
Cc1ccccc1OC(=O)C1C(c2ccccc2)C(C(=O)O)C1c1ccccc1 (stereo unspecified)	i	1	2	-17	-6	19	-5	-7	1	-6
Cn1c(=O)c2ncn(CC(=O)N=Nc3c(O)[nH]c4ccccc34)c2n(C)c1=O	i	0	-2	-17	0	29	18	9	3	2
COc1cccc(NC(=O)c2ocnc2C)c1	i	-2	-2	-58	7	12	-81	17	0	0
COC(=O)c1cn(Cc2ccccn2)c(=O)c2ccccc12	i	-3	-2	-5	3	15	17	-1	-2	-2
CSc1ccccc1-n1nnnc1SCC(=O)Nc1cc(C)ccc1C	i	7	-1	-6	12	9	18	13	0	5
COc1cc2c(cc1OC)C(C1C(=O)CCCC1=O)N(C(=O)CCl)CC2 (stereo unspecified)	i	-2	1	-15	4	11	-7	17	-1	-1
CCOC(=O)Cc1csc(Nc2c(C)n(C)n(-c3ccccc3)c2=O)n1	i	0	-6	-20	2	2	12	17	1	-2
Cc1ccc(NC(=O)/C(=C\c2ccco2)NC(=O)c2ccco2)cc1	i	-2	-2	-13	-1	14	-13	15	-2	-1
Cc1ccc(-n2c(C)cc(C(=O)COC(=O)c3ccc[nH]c3=O)c2C)cc1C	i	-2	4	-117	-14	20	-24	-20	1	-2
Cc1onc(-c2ccccc2Cl)c1C(=O)NC(=S)Nc1ccc(C(C)C)cc1	i	3	22*	-4	-12	8	6	-8	2	-1
CC1(C(=O)NCCc2c[nH]c3ccccc23)C=CC2(CCCCC2)N1C(=O)c1ccccc1 (stereo unspecified)	i	3	0	2	7	15	-1	8	2	-1
Cc1noc(C(=O)Nc2cccnc2)c1Cl	i	1	1	-46	-6	20	10	6	1	4
Cc1nn(CC(=O)c2ccccc2)c(=O)c2nn(-c3ccccc3F)c(C)c12	i	0	2	-20	4	10	28	25	-1	-4
O=C(Nc1ccc(C(=O)O)cc1)/C(=C\C=C\c1ccccc1)NC(=O)c1ccccc1Br	i	0	-4	-71	0	29	15	13	4	3
CS(=O)(=O)N(Cc1ccccc1)c1ccc(C(=O)NCCSCc2ccco2)cc1	i	3	1	-40	8	26	-26	21	-6	-4
Cc1cc(C)n(C(=O)CNc2ccc(C)c(C)c2)n1	i	0	3	17	-3	16	-30	9	2	2
Cc1cc(=O)nc2c3ccccc3n(C(C)C(=O)NCCN3CCOCC3)n12 (stereo unspecified)	i	-2	-9	-30	-8	23	2	-10	-2	0
COc1ccc(NC(=O)CN2CCN(c3nc(-c4cccc(OC)c4)cs3)CC2)cc1	i	1	0	-22	0	6	12	2	1	-1
O=C1CSc2ccc(S(=O)(=O)NCc3ccccc3Cl)cc2N1	i	3	2	-3	-3	14	8	-4	-4	.
O=C(NCc1cccc(C(F)(F)F)c1)c1cc(Cl)cc(Cl)c1	i	2	7	-3	8	23	19	14	4	-3
CC1CCN(c2ccccc2NC(=O)c2ccc([N+](=O)[O-])o2)CC1	i	-2	5	-6	0	23	-10	-10	-2	1
CCS(=O)(=O)Nc1cccc(C2=NN(C(C)=O)C(c3cccs3)C2)c1 (stereo unspecified)	i	5	1	-35	10	16	-12	13	2	-1
COC(=O)c1c(NC(=O)CSc2nnnn2-c2ccccc2)sc2c1CCC(C(C)(C)C)C2 (stereo unspecified)	i	0	-2	-10	-4	17	-4	5	0	-1
Cc1ccc(Cl)cc1NC(=S)N/N=C/c1cccc2ccccc12	i	3	79*	45	-9	12	38	-15	1	10
Cc1noc(C)c1C(=O)N1CCC(C(=O)c2ccc(F)cc2F)CC1	i	3	1	-10	-4	3	11	-8	0	-3
O=C(NCC1CCCO1)c1cc2ccccc2nc1Cl (stereo unspecified)	i	-2	2	-36	-4	6	-41	16	0	2
COc1ccc(OC)c(CCNC(=O)CCC(=O)N2CCOc3ccc(C)cc32)c1	i	-1	11	-7	8	7	4	16	3	-1
O[C@@H](CNC[C@H](O)c1ccccc1)c1ccccc1	i	-4	-6	-28	-13	15	-17	-5	3	.
Cc1cc(OCC(=O)N(C)C2CCCCC2)ccc1Cl	i	13	-3	-169	18	3	18	25	-1	-2
Cn1c(=O)c(-c2ccccc2)nc2ccccc21	i	-3	2	-36	-2	17	-48	12	2	-1
O=C(c1ccc(C(F)(F)F)cc1)C1CCCN(C(=O)CN2CCCC2=O)C1 (stereo unspecified)	i	0	-9	-18	5	23	-23	18	1	-2
C/C(=N\NC(=O)c1c(Cl)cnn1C)c1cccnc1	i	6	9	-115	4	18	-45	6	-4	.
N=C(c1cccc([N+](=O)[O-])c1)N1CCCCC1	i	-3	0	-8	-8	11	-9	-19	4	-2
COc1ccccc1CC(=O)N1CCCc2ccccc21	i	0	0	-5	4	18	10	5	0	-3
Cc1ccc(C(=O)N2CCN(c3ccc(NC(=O)COc4ccccc4C)cc3)CC2)cc1	i	5	5	2	7	22	10	14	3	-17
COc1ccc(OCC(=O)N(Cc2ccco2)C2CCS(=O)(=O)C2)cc1 (stereo unspecified)	i	3	3	0	-1	?	-31	4	0	-4
O=C(NCC(=O)N(Cc1ccco1)C(C(=O)NC1CCCCC1)c1cccnc1)c1cccs1 (stereo unspecified)	i	3	0	-45	-2	0	12	4	1	-6
COc1cc(C)c(COc2ncnc3ccccc23)cc1OC	i	-1	1	-22	-10	14	21	-5	3	-1
COc1nc(Oc2ccc(/C=N/O)cc2)nc(N(C)C)n1	i	3	5	-21	1	6	22	6	-1	1
CCN1CCN(C(=O)Cn2nc(C)n3c(cc4c(OC)cccc43)c2=O)CC1	i	0	4	-32	-5	7	11	-5	-2	1
Cc1ccc(OCc2cc(C(=O)NCc3cn4ccccc4n3)no2)cc1C	i	3	-4	-1	-2	7	15	-12	1	1
N#Cc1ccc(CSc2ncnc3c2cnn3Cc2ccccc2)cc1	i	2	-2	1	1	13	16	11	1	-1
Cc1cc(Cl)nc(-c2ccccc2O)n1	i	2	-3	-25	-3	-7	-2	-17	-1	-1
COc1ccccc1Cn1c(=S)[nH]c2cc(C(=O)NCC(OC)OC)ccc2c1=O	i	0	-5	-34	-9	9	-5	0	0	-1
CCC(CC)c1nc(C#N)c(NCc2ccccc2)o1	i	-5	8	5	-43	12	-17	-55	-1	-1
COc1ccc(C(C)=O)cc1COC(=O)CNC(=O)c1ccc(F)cc1	i	-4	-5	-11	-1	20	5	1	3	0
CC(C)=C1C2CCC1C1C(=O)N(CCc3ccccc3)C(=O)C21 (stereo unspecified)	i	1	7	-25	-4	6	25	-22	0	-1
CN(CCC#N)C(=O)COC(=O)/C=C/c1cccs1	i	3	-7	-11	3	-7	-1	17	-2	9
O=C(NNc1c(Cl)cccc1Cl)C1CCC1	.	2	-8	18	20	7	13	53*	5	4
Fc1ccc(-c2nnc(CSc3nnc(-c4cccs4)o3)o2)cc1	i	1	-4	-19	-2	22	-23	-2	-2	2
COc1cc2[nH]c(=S)nc(NCc3cccs3)c2cc1OC	.	-2	4	-12	61	49	-54	123*	3	0
CCOc1ccc(S(=O)(=O)NCC2CCCO2)c2ccccc12 (stereo unspecified)	i	3	-2	-8	5	16	1	2	1	1

Some of the compounds tested; the hit share may differ from the screen's.
